Screening data (PubChem)
FBW7 act: FBW7 E3 ligase activators, primary screen, biochemical, AlphaScreen, human; F-box/WD repeat-containing protein 7 (Homo sapiens), Q969H0; AlphaScreen FBW7–phospho-cyclin E peptide binding, activator screen; normalized activity (activation), % at 26.1 µM; 650,000 compounds, 0.13% hits; in the data active means normalized activity above about 1.9%;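 further: purified mutant Fbw7 with reduced substrate affinity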
Target sequence (Q969H0 whole entry, looked up): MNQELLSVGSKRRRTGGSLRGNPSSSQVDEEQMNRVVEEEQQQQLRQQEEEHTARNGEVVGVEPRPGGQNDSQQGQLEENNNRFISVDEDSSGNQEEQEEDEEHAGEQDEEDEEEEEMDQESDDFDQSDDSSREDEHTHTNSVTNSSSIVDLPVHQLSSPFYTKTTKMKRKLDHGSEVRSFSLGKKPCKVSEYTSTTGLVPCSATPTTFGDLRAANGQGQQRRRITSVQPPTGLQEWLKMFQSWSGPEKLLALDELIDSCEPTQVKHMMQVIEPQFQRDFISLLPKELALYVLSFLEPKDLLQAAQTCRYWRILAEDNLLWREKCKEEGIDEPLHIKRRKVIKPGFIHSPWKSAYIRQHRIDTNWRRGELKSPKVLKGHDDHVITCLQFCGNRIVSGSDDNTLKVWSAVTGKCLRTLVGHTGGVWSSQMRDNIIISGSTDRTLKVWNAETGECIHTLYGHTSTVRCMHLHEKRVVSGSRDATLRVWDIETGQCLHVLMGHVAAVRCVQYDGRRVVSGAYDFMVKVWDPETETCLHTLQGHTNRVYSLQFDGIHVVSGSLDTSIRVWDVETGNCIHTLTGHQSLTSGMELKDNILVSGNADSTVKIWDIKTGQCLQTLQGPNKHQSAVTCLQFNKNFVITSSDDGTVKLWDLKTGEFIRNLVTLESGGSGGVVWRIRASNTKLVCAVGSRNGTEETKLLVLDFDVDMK
TEAD-YAP block: TEAD-YAP interaction inhibition, primary screen, TEAD-YAP interaction inhibitor project, luminescence, HEK-TIYL cells | TEAD-Gal4/YAP UAS-luciferase luminescence | inhibition, % at 9.12 µM | 640,000 compounds, 1.4% hits | AID 1259422, 2018; in the data active means inhibition above about 32%;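 further: 0% = median of test compound wells and 100% = reference inhibitor wells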
GPR151 ag: activators of human GPR151, primary screen, cell-based, PathHunter beta-arrestin, luminescence; G-protein coupled receptor 151 (Homo sapiens), Q8TDV0; PathHunter beta-arrestin GPR151 cells; activation, % at 11.2 µM; 650,000 compounds, 1% hits; in the data active means activation above about 4.9%;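 further: 0% = median of compound wells and 100% = cells with positive control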
MITF primary: MITF inhibitors, primary screen, biochemical, AlphaScreen, human. AlphaScreen MITF homodimerization, bead proximity signal. Microphthalmia-associated transcription factor (Homo sapiens), O75030. inhibition, % at 2.6 µM. 650,000 compounds, 0.91% hits; in the data active means inhibition above about 50%;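 further: 0% = vehicle wells with protein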
* = called active by the depositor; i = inactive.

1. CCOc1ccc(N=C2S/C(=C\c3ccc(O)cc3)C(=O)N2c2ccc(OCC)cc2)cc1
2. CCc1ccc(S(=O)(=O)NCCOc2ccc(-c3ccc(OC)cc3)nn2)cc1
3. CCC(C)NS(=O)(=O)c1ccc(C(=O)O)cc1 (configuration not stated)
4. COc1ccc(-c2cc(C(F)(F)F)n3ncc(C(=O)Nc4cccc(C(C)=O)c4)c3n2)cc1OC
5. CCOC(=O)c1sc(N)c(C#N)c1CSc1nnc(-c2ccccc2OC)n1CC
6. CCCCOc1ccc(/C=C/C(=O)NC(C)C)cc1
7. CCCNC(=O)Cn1cc2c(n1)CCC(C)C2 (configuration not stated)
8. Cc1cc(F)ccc1S(=O)(=O)N1CCCCC1CCNC(=O)Nc1ccccc1 (configuration not stated)

assay / entry	1	2	3	4	5	6	7	8
FBW7 act	0.0	-0.1	0.1	0.0	0.2	0.1	0.0	0.0
TEAD-YAP block	3	18	1	8	3	-17	-3	-1
GPR151 ag	1.7	0.6	1.2	0.1	2.1	1.0	1.7	2.4
MITF primary	-1	-2	7	-9	-11	10	3	-7

9. COc1ccc(NC(=O)NC(=O)c2ccccc2)cc1
10. CC(=O)Oc1ccc(C(=O)Nc2cccc(-c3nc4ccccc4s3)c2)cc1
11. CC(=O)c1ccc(NC(=O)C(C)Sc2ccccn2)cc1 (configuration not stated)
12. CCC(=O)Nc1sc2c(c1C(=O)Nc1ccc(OC)cc1)CCC2
13. Cn1c(=O)n(C)c2cc(C(=O)N3CCC(C(=O)c4nccs4)CC3)ccc21
14. COc1ccc(C2C(C(=O)Nc3ccc(Br)cn3)=C(C)NC3=C2C(=O)CCC3)c(OC)c1 (configuration not stated)
15. COc1ccc(OC)c(NC(=O)C2=C(C)NC(=O)NC2c2ccc(O)cc2)c1 (configuration not stated)
16. COc1ccc(CCNc2ncnc3c2nc(Nc2ccncn2)n3C(C)C)cc1

assay / entry	9	10	11	12	13	14	15	16
FBW7 act	0.2	0.1	0.3	0.8	0.6	0.1	0.2	0.3
TEAD-YAP block	-32	0	-32	5	9	13	3	1
GPR151 ag	-0.4	-0.1	1.1	-1.1	-0.2	0.3	0.5	1.3
MITF primary	7	16	-27	12	15	6	13	1

17. COc1cccc2c1N(C(=O)C1CC1)C(C)(C)c1ssc(=S)c1-2
18. O=C(NCCN1CCOCC1)c1cnc(N2CCc3ccccc3C2)s1
19. CC(=O)c1ccc(-c2cc(F)cc3c2OC(CNC(=O)C2(C)CC2)C3)s1 (configuration not stated)
20. O=C(c1cc2ncc(Br)cn2n1)N1CCCCC1
21. COc1ccc(F)cc1S(=O)(=O)N1CCN(c2ccc(-c3cccnc3)nn2)CC1
22. CN(C)c1ccc(C2C(C#N)=C(N)N(c3ccc(Br)cc3)C3=C2C(=O)CCC3)cc1 (configuration not stated)
23. CCOc1cc(C=C2C(=O)c3ccccc3C2=O)cc(Cl)c1OCC(=O)OC
24. CCS(=O)(=O)N1CCCC(c2nc3c(nnn3Cc3cc(C)ccc3C)c(=O)[nH]2)C1 (configuration not stated)

assay / entry	17	18	19	20	21	22	23	24
FBW7 act	-0.2	-0.1	-0.2	0.0	-0.3	0.0	-0.2	0.2
TEAD-YAP block	-6	-4	2	-6	0	10	-6	7
GPR151 ag	-0.7	-2.6	-1.1	-0.4	-0.8	-0.1	-0.6	-0.2
MITF primary	28	3	-3	-3	-13	20	-6	-5

25. Cc1cc(C)n(-c2ccc(C(=O)N3CC(=O)N(c4ccccc4C)C(C)C3)cc2)n1 (configuration not stated)
26. CCCNC(=O)C(CC(C)C)NS(=O)(=O)c1ccc2c(c1)CCN2C(=O)CC (configuration not stated)
27. O=C(c1cccc([N+](=O)[O-])c1)c1ccccn1
28. COc1ccc(C(c2nnnn2C(C)(C)C)N2CCN(c3ccccc3F)CC2)cc1 (configuration not stated)
29. CCOC(=O)C1=C(c2ccccc2)NC(SCC)=C(C#N)C1c1cccnc1 (configuration not stated)
30. Cc1cc(N2C(=O)C(O)=C(C(=O)c3ccco3)C2c2ccc(C(C)C)cc2)no1 (configuration not stated)
31. CCNc1cc(C)nc(N2CCN(C(=O)Nc3ccc(Cl)cc3)CC2)n1
32. CNC(=O)[C@@H]1C[C@H](NCc2ccc(OC)c(C)c2C)CN1Cc1ccccc1

assay / entry	25	26	27	28	29	30	31	32
FBW7 act	0.0	0.2	0.1	0.1	-0.7	-0.1	0.0	-0.3
TEAD-YAP block	-7	5	-7	6	0	1	-8	-4
GPR151 ag	-0.4	0.3	0.0	-0.5	0.2	1.9	-0.9	1.2
MITF primary	-19	13	-10	6	5	-3	3	11

33. OCCCNc1c2c(nc3cc(-c4ccc(F)cc4)nn13)CCCC2
34. N#Cc1c(CCl)cc(=O)n2c1sc1ccccc12
35. CCOC(=O)C1=C(C)N=c2s/c(=C\c3ccc(OC)cc3OC)c(=O)n2C1c1cccs1 (configuration not stated)
36. COc1ccc(-n2nc(C(=O)Nc3ccccc3F)c3ccccc3c2=O)cc1
37. CC(C)c1ccc(C2NC(=S)NC3=C2C(=O)CCC3)cc1 (configuration not stated)
38. O=C(CCN1C(=O)C2C3C=CC(C3)C2C1=O)N1CCN(c2ccccc2)CC1 (configuration not stated)
39. CCc1ccc(CNCc2c(C(=O)O)c(C)n(Cc3ccc(C)cc3)c2C)cc1
40. CC(C)(C)CN1CCNC(=O)C1CC(=O)NCCc1ccccc1C(F)(F)F (configuration not stated)

assay / entry	33	34	35	36	37	38	39	40
FBW7 act	0.0	0.6	-0.1	-0.1	0.0	-0.1	-0.1	0.1
TEAD-YAP block	-1	6	-20	-10	-4	12	11	7
GPR151 ag	-0.3	-0.9	0.1	-1.4	0.4	1.3	1.7	-0.1
MITF primary	3	-3	-21	11	-1	-6	11	5

41. CCCNC(=O)Cc1coc2cc(C)cc(C)c12
42. Cc1ccc2nc(/C(C#N)=C\c3cc(C)n(C)c3C)[nH]c2c1
43. COc1ccc(OC)c(/C=C2/SC(N3CCCC(C)C3)=NC2=O)c1 (configuration not stated)
44. CCOC(=O)c1c(CN2CCN(Cc3oc4ccc(OC)cc4c3C(=O)OCC)CC2)oc2ccc(OC)cc12
45. CCN(c1ccccc1)S(=O)(=O)c1ccc2[nH]cc(C(=O)O)c(=O)c2c1
46. O=S(=O)(NCCn1ccc2ccccc21)c1ccc(Br)cc1
47. O=C(COc1ccc(F)cc1Br)NNC(=O)Cn1nnc(-c2ccccc2)n1
48. Cn1c(SCc2cccc(Cl)c2)ncc(C(=O)Nc2ccc(F)cc2)c1=O

assay / entry	41	42	43	44	45	46	47	48
FBW7 act	0.0	-0.2	0.4	0.6	-0.3	0.0	-0.2	0.0
TEAD-YAP block	5	-57	-17	2	-1	-6	0	-3
GPR151 ag	1.0	-0.1	0.3	-0.3	0.2	0.4	-0.6	2.2
MITF primary	-2	7	-9	16	i	8	-18	3

Some of these compounds in order of length of the SMILES, falling:
44. CCOC(=O)c1c(CN2CCN(Cc3oc4ccc(OC)cc4c3C(=O)OCC)CC2)oc2ccc(OC)cc12
45. CCN(c1ccccc1)S(=O)(=O)c1ccc2[nH]cc(C(=O)O)c(=O)c2c1
47. O=C(COc1ccc(F)cc1Br)NNC(=O)Cn1nnc(-c2ccccc2)n1
43. COc1ccc(OC)c(/C=C2/SC(N3CCCC(C)C3)=NC2=O)c1 (configuration not stated)

assay / entry	44	45	47	43
FBW7 act	0.6	-0.3	-0.2	0.4
TEAD-YAP block	2	-1	0	-17
GPR151 ag	-0.3	0.2	-0.6	0.3
MITF primary	16	i	-18	-9

Further structures:
49. COc1cccc(C(=O)Nc2sc3c(c2C(N)=O)CCC3)c1
50. CC(C)(C)C(=O)COC(=O)c1cccc(NS(=O)(=O)/C=C/c2ccccc2)c1
51. COc1ccc(/C=N/NC(=O)C(O)(c2ccccc2)c2ccccc2)cc1OC
52. CCC1CCCCN1CCCNC(=O)CNC(=O)c1nn(-c2ccc(OC)cc2)c(=O)c2ccccc12 (configuration not stated)
53. Cc1cc(C)c2nc3n(c(=O)c2c1)CCCC(O)=C3C#N
54. CC12CCC(C/C1=N/Nc1nc3ccccc3o1)C2(C)C (configuration not stated)
55. C=CCc1c(C)nc(SCCC)[nH]c1=O
56. CN(C)CCNC(=O)/C(=C/c1cccc([N+](=O)[O-])c1)NC(=O)c1ccccc1

assay / entry	49	50	51	52	53	54	55	56
FBW7 act	-0.1	0.8	0.1	-0.2	0.1	-0.1	0.0	0.1
TEAD-YAP block	-51	2	1	-1	-1	-10	-10	13
GPR151 ag	-0.8	-1.2	-0.5	1.7	-0.7	0.6	-1.0	2.8
MITF primary	-10	-10	-1	2	11	4	4	12

57. CC(C)CCNC(=O)c1cc(=O)[nH]c2ccc(S(=O)(=O)N3CCCCCC3)cc12
58. COc1ccccc1NC(=O)C1=C(C)Nc2nc3ccccc3n2C1c1cccs1 (configuration not stated)
59. CC(=O)COc1ccc2c(C)c(-c3ccccc3)c(=O)oc2c1
60. O=C(/C=C/c1ccccc1Cl)Nc1ccc2ncsc2c1
61. Cc1ccc(N(CC(=O)NC2CC3CCC2C3)S(C)(=O)=O)c(C)c1 (configuration not stated)
62. Cc1c(Cl)cccc1-c1ccc(C(=O)Nc2ccc(Cl)cn2)o1
63. Nc1ncc(-c2ccc3c(c2)OCO3)nc1N1CCC(C(=O)O)CC1
64. Cc1csc(/C(C#N)=C2\C(=O)Nc3ccc([N+](=O)[O-])cc32)n1

assay / entry	57	58	59	60	61	62	63	64
FBW7 act	-0.1	0.0	-0.1	0.0	0.1	-0.2	-0.2	0.1
TEAD-YAP block	6	47*	-22	-72	0	-5	-6	-7
GPR151 ag	-0.5	-0.8	-1.3	-0.2	0.0	1.6	-0.6	1.3
MITF primary	12	15	-4	-1	-1	-6	-6	-4

65. O=C(CN1C(=O)c2ccccc2C1=O)Oc1ccc(C(=O)c2ccccc2)cc1
66. C=CCc1cccc(/C=N/NC(=O)c2ccccc2OC)c1O
67. C/C(=C/C(=O)Nc1c(C)n(C)n(-c2ccccc2)c1=O)C(=O)O
68. COc1cccc(NC(=O)NC2(C(=O)N3CCC(O)CC3)CCCCC2)c1
69. CCCc1cc(=O)[nH]c2nnc(SCC(=O)Nc3nnc(C)s3)n12
70. CN(C)c1ccc(/C=N/S(=O)(=O)NC2=NCCCCC2)cc1
71. O=C(c1ccc(Br)cc1)N1CCN=C1SCc1cccnc1
72. O=C(CSc1nnc2c(n1)-c1cccc3cccc-2c13)Nc1ccccc1[N+](=O)[O-]

assay / entry	65	66	67	68	69	70	71	72
FBW7 act	0.2	-0.1	-0.2	-0.2	0.1	0.1	1.1	0.6
TEAD-YAP block	2	-15	11	0	-6	2	-13	-2
GPR151 ag	-0.1	-0.4	-0.4	0.3	0.6	0.2	-0.5	-2.5
MITF primary	5	8	-1	12	7	-5	22	14

73. COc1nsc(SC)c1C(N)=O
74. CCOC(=O)N1CCN(C(=O)c2ccc(N3CC4CC(C3)c3cccc(=O)n3C4)c(NS(=O)(=O)c3ccc(Cl)cc3)c2)CC1 (configuration not stated)
75. NC(=O)CC12CC3CC(C1)CC(CC(N)=O)(C3)C2
76. COc1cc2nc(C3CCC3)n(NC(=O)c3c(F)cccc3F)c(=O)c2cc1OC
77. C=CCNC(=O)c1cn(C(C)CC)cc(C(=O)NCc2nc3ccccc3s2)c1=O (configuration not stated)
78. CN(C)c1ccc(/C=C2/C(=O)NC(=O)N(CCCO)C2=O)cc1
79. CCOC(=O)C1=C(O)/C(=C\c2cccc(OC)c2)N=C1C
80. CCCCCCc1ccc(C2=N/C(=C\c3ccc(Br)cc3)C(=O)O2)cc1

assay / entry	73	74	75	76	77	78	79	80
FBW7 act	0.0	0.7	0.3	0.4	-0.2	-0.1	-0.1	-0.1
TEAD-YAP block	-3	1	4	-39	-2	-3	-8	3
GPR151 ag	-1.4	-1.7	1.4	-4.8	-1.0	-0.9	0.6	1.5
MITF primary	-7	17	15	-8	-3	8	-2	-6

81. COc1ccccc1Nc1ncc(C(=O)NCCCOC(C)C)c2ccccc12
82. CCOC(=O)C1=C(C(=O)OCC)SC(=C2C(=S)C(C)(C)Nc3cc(C)ccc32)S1
83. Cc1ccc(/C=C2/Sc3ccccc3N(CC(=O)NC3CC3)C2=O)cc1
84. N#Cc1ccc(/C=N/NC(=O)Cc2cccc3ccccc23)cc1
85. COCc1ccc(CN2CCCC(CNC(=O)c3ccc4c(c3)OCO4)C2)o1 (configuration not stated)
86. Cc1nn(C)c(C)c1-c1nc(Nc2ccc(N3CCOCC3)cc2)c2ncn(-c3ccccc3)c2n1
87. NC(=O)CSc1ncc(-c2ccc(Cl)cc2)[nH]1
88. O=C(c1ccc(Br)cc1)n1cc([N+](=O)[O-])cn1

assay / entry	81	82	83	84	85	86	87	88
FBW7 act	0.0	-0.3	0.1	-0.1	-0.1	-0.1	-0.1	-0.1
TEAD-YAP block	-1	13	10	-4	-2	24	-45	12
GPR151 ag	0.6	-1.4	0.6	-1.1	0.6	-0.4	-1.6	0.8
MITF primary	6	32	12	10	-9	4	0	-4
